Screens as filed in PubChem.
DENV2 CPE = DENV2-induced cell death inhibition. DENV2-infected cells, cytopathic effect rescue, plate reader. 350,000 compounds, 1.7% hits. CPE inhibition, % at 9.99 µM; in the data active = CPE inhibition above about 20%, passing the limit was not always enough; inconclusive = no clear call, values can overlap the other calls; tested in BHK-21 cells;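 also: 0% = median of neutral control wells and 100% = median of positive control wells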
PglD DTNB = inhibitors of Campylobacter jejuni PglD acetyltransferase. purified PglD enzyme, DTNB colorimetric CoA detection. inhibition, % at 12.5 µM. 360,000 compounds, 0.098% hits; in the data active = inhibition above about 16%, passing the limit was not always enough; inconclusive = no clear call, values can overlap the other calls; also: strong numbers were not always called active
SIRT5 inh = blocks human SIRT5 desuccinylation of peptide; Q9NXA8; inhibition, % at 15 µM; 330,000 compounds, 1.1% hits; AID 652115; Purified SirT5, succinyl-peptide AMC, trypsin-coupled fluorescence; in the data active = inhibition above about 15%; inconclusive = no clear call, values can overlap the other calls
Target sequence (Q9NXA8 whole entry, looked up): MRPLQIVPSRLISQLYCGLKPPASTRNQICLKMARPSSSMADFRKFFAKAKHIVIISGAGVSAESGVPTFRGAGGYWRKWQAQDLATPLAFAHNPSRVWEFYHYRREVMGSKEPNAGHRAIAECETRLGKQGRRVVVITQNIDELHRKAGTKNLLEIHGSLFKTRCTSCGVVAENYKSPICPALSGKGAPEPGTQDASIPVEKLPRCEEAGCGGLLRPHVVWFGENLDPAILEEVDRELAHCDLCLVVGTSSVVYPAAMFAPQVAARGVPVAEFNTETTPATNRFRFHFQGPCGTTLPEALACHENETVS
E-sel inducer = induces E-selectin expression in human endothelial cells. P16581. activation, % at 7.58 µM. 260,000 compounds, 0.37% hits. HUVEC E-selectin immunofluorescence imaging; normalized: neutral wells 0, TNF-alpha wells 100. AID 686992;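 active = mean E-selectin-positive cell signal at least 10% of the positive control, reached in at least 60% of replicates, without over 20% cell loss; inconclusive = no rule given, readout overlaps actives, possibly toxicity-flagged; inactive = the rest, including those meeting only one limit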;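 also: in these data hits start at about 27%; measured in HUVEC primary endothelial cells; signal is the percent of cells scored E-selectin positive by PE staining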
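Test system – human umbilical vein endothelial cells (HUVEC), E-selectin induction · Input – 3,000 HUVEC seeded per well · Buffer or medium – EGM-2, gelatin · Compound dosing – single-point compound dose · Detection – immunofluorescence imaging · Measure – percent E-selectin-positive cells · Controls – TNF-alpha high, DMSO low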
ERp5 inh = ERp5 (human) disulfide isomerase inhibition; Q15084; ERp5 insulin aggregation, absorbance 650 nm, 90 min; inhibition, % at 9.99 µM; 350,000 compounds, 0.05% hits; AID 651711;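 active = mean replicate inhibition above about 25%, with every replicate also reaching it, limit read from the data, passing the limit was not always enough; inconclusive = only one of those two criteria met; inactive = neither criterion met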
Target sequence (Q15084 whole entry, looked up): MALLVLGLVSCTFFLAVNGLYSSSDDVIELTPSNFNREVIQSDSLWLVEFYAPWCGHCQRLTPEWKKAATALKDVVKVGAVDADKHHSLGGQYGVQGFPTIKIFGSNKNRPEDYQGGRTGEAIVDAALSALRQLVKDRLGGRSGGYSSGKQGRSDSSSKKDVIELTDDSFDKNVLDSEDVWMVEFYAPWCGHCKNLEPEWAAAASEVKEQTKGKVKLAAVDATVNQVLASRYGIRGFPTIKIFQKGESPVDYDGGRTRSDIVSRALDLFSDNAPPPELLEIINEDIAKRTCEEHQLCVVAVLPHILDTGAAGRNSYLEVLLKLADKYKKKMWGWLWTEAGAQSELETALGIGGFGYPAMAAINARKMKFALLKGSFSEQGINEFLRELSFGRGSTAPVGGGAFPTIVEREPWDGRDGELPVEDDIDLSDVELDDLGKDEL
S100A4 MyoIIA = inhibitors of human S100A4 binding to myosin IIA peptide; 360,000 compounds, 0.14% hits; inhibition, % at 10.7 µM; S100A4/TAMRA-MyoIIA peptide fluorescence polarization;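 active = mean inhibition of at least 70% across replicates, with every replicate also reaching that level; inconclusive = mean inhibition reaches 70% but some replicates fall short; inactive = mean inhibition below 70%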
Target sequence (P26447 whole entry, looked up): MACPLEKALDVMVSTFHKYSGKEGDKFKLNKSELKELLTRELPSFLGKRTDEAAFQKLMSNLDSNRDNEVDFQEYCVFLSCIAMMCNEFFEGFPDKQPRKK
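Test system: S100A4 monomer protein; Medium: HEPES pH 7.2 with CaCl2, KCl, NaCl, DTT, Triton; Probe or stimulus: TAMRA-labelled myosin IIA heavy-chain peptide probe, 5 nM; Doses: one dose per compound; Times: polarization read 5 min after assay mix addition, stable 5–60 min; Benchmarks: neutral control DMSO, positive control TFP.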
C2C12 statin = suppression of simvastatin myotoxicity. rescue of ATP level, % at 7.49 µM. C2C12 myotubes + simvastatin, ATP luminescence, 48 h; scaled: DMSO 0, geranylgeraniol control 100. 330,000 compounds, 0.78% hits. AID 602340;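 active = mean ATP rescue above about 67%, or every replicate alone reaching that limit, limit read from the data, passing the limit was not always enough; inconclusive = no clear call, values can overlap the other calls; inactive = mean under the limit and some replicate under it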;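 also: myotubes were challenged with 10 µM simvastatin during compound exposure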
An asterisk follows results filed as active; ? = inconclusive; · = not tested or not shown.

SMILES	DENV2 CPE	PglD DTNB	SIRT5 inh	E-sel inducer	ERp5 inh	S100A4 MyoIIA	C2C12 statin
COc1ccccc1CNC(=O)C[C@H]1CC[C@@H]2[C@H](COC[C@@H](O)CN2Cc2cccc(-c3ccncc3)c2)O1	-7.5	-0.3	0.6	-0.1	3.5	1.1	11.8
CCOC(=O)N1CCC(NC(=O)c2cc3ccccn3n2)CC1	-6.2	-1.1	11.9	·	-0.7	1.4	1.7
COc1ccc(S(=O)(=O)Nc2cccc3c2O[C@@H](CN(C)S(=O)(=O)c2ccccc2)[C@@H](C)CN([C@@H](C)CO)C3=O)cc1	?	-3.4	·	-0.6	·	·	-3.1
CC(C)(C)NC(=O)CN(C(=O)CS(=O)CC(=O)Nc1ccc(F)cc1)c1ccccc1F (centres undefined)	3.0	·	·	3.7	-5.4	3.8	·
N#C[C@H]1[C@@H](c2ccccc2C2=CCCCC2)[C@@H](CO)N1C(=O)CN1CCOCC1	-15.4	·	-0.3	-0.1	-0.5	4.3	·
CO[C@H]1CC[C@@H]2CCN(C)C(=O)C[C@@H](c3ccccc3)CN(C)C(=O)c3cccc(C#N)c3OC[C@@H]1O2	7.8	0.6	-1.1	0.0	1.8	-6.9	2.0
Cc1ccccc1NC(=O)NC1(C(=O)N2CCOCC2)CCCCC1	-4.1	-5.5	-1.9	·	-0.5	1.6	7.7
CN1C(=O)c2cc(NS(C)(=O)=O)ccc2OC[C@H]2O[C@H](CC(=O)NC3CCCCC3)CC[C@@H]21	3.7	0.5	-5.0	0.3	-2.7	1.4	1.1
O=C(O)CC1(CC(=O)Nc2ccc(Cl)cc2C(=O)c2ccccc2)CCCC1	-1.1	-3.7	1.3	·	-2.4	-23.9	-3.3
COc1cc2c(ccc3cc(OC)c(OC)c(O)c32)cc1O	-1.0	1.0	·	·	-3.4	12.0	-9.9
Cc1ccc(S(=O)(=O)N(C)c2ccc(OCC(=O)Nc3cccc(-n4cnnn4)c3C)cc2)cc1	5.6	2.7	3.6	-0.3	-4.6	-71.6	-11.6
CCSc1nnc(NC(=O)CN(C)S(=O)(=O)c2ccc(F)cc2)s1	7.1	-0.1	-6.3	·	?	-2.1	20.0
CCC(C)[C@H](NC(=O)NCc1ccc(S(N)(=O)=O)cc1)C(=O)O (some centres undefined)	-2.6	-5.6	0.2	-6.2	4.7	-2.1	18.4
CCCC(C(=O)NC(C)(C)CC)N(CC1CCCO1)C(=O)CNS(=O)(=O)c1ccc(F)cc1 (centres undefined)	-2.1	0.5	1.3	0.0	4.2	-4.7	7.7
CCCNC(=O)[C@@H]1[C@@H](CO)[C@@H]2Cn3c(cccc3=O)[C@H]1N2S(=O)(=O)c1ccccc1F	-0.2	3.7	12.6	0.3	-1.9	5.1	-21.7
C[C@H](O)C#Cc1ccc2c(c1)O[C@H](CN(C)Cc1ccccn1)[C@@H](C)CN([C@@H](C)CO)S2(=O)=O	3.0	-3.9	2.9	0.0	0.9	-0.7	-20.8
COc1ccc(-c2ccc3c(c2)[C@H]2[C@H](CCN2S(=O)(=O)c2ccc(OC)cc2)[C@H](CO)N3C)cc1	2.5	-0.8	8.3	-0.3	-1.7	0.1	-33.7
COCc1cc(N2CCN(C(=O)OC(C)(C)C)C[C@@H]2C)ccc1Br	18.2	·	1.7	1.3	-3.2	-9.7	·
CCOC(=O)c1cc2sccc2n1CC(=O)N1CCc2ccccc21	·	-5.5	-2.8	·	3.8	-2.6	38.0
CN(C)CC#Cc1cccc(-c2nc(C(=O)N3CCN(Cc4ccccc4)CC3)cc3c2[C@@H](CCO)N(S(=O)C(C)(C)C)C3)c1 (some centres undefined)	0.3	·	·	·	-1.0	-29.7	·
O=C1c2ccccc2C(=O)N1OCc1c(F)cccc1Cl	·	-3.3	-3.0	·	6.3	1.5	-20.9
C[C@@H]1CN([C@@H](C)CO)C(=O)c2cccc(NC(=O)Nc3ccc(F)cc3)c2O[C@@H]1CN(C)S(=O)(=O)c1cccs1	-2.9	2.5	-2.1	0.2	1.6	6.1	60.3
CC(C)c1[nH]nc2c1C(C1C=CCCC1)C(C#N)=C(N)O2 (centres undefined)	-0.5	·	0.4	-0.3	0.4	1.2	·
CCCc1cnc(N2CCN(C(=S)NC)CC2)nc1	-6.1	·	1.0	-0.6	-8.3	2.8	7.0
CN(C(=O)NC1CC(=O)N(c2ccc3c(c2)OCCO3)C1)c1ccccc1 (centres undefined)	-4.7	-10.7	0.2	0.2	-0.9	3.6	1.7
Cc1c(NC(=O)C(C)OC(=O)c2ccccc2O)c(=O)n(-c2ccccc2)n1C (centres undefined)	16.7	0.4	-1.1	·	-1.9	-9.0	24.9
O=C(C1CCCO1)N1CCC(c2nc3ccccc3[nH]2)CC1 (centres undefined)	0.0	-0.1	-2.6	·	-2.8	-3.4	5.4
Cc1ccc(S(=O)(=O)CCC(=O)OCC(=O)NCCc2ccc(S(N)(=O)=O)cc2)cc1	2.5	3.0	-2.9	-0.9	0.5	2.2	-6.3
COc1cc2c(cc1OC)CN(CC(O)c1ccccc1)CC2 (centres undefined)	7.6	5.3	-13.0	0.9	0.3	4.0	-24.2
CCN1CCN(C(c2ccc(OC)cc2)C(O)C(=O)c2c[nH]c3ccccc23)CC1 (centres undefined)	·	2.0	-1.3	·	4.2	-0.5	6.5

Whole records as entered above. Screens in order: DENV2 CPE	PglD DTNB	SIRT5 inh	E-sel inducer	ERp5 inh	S100A4 MyoIIA	C2C12 statin
`CCCc1cnc(N2CCN(C(=S)NC)CC2)nc1` is entered as -6.1	·	1.0	-0.6	-8.3	2.8	7.0
`CCOC(=O)N1CCC(NC(=O)c2cc3ccccn3n2)CC1` is entered as -6.2	-1.1	11.9	·	-0.7	1.4	1.7
`N#C[C@H]1[C@@H](c2ccccc2C2=CCCCC2)[C@@H](CO)N1C(=O)CN1CCOCC1` is entered as -15.4	·	-0.3	-0.1	-0.5	4.3	·
`COc1ccccc1CNC(=O)C[C@H]1CC[C@@H]2[C@H](COC[C@@H](O)CN2Cc2cccc(-c3ccncc3)c2)O1` is entered as -7.5	-0.3	0.6	-0.1	3.5	1.1	11.8
`Cc1c(NC(=O)C(C)OC(=O)c2ccccc2O)c(=O)n(-c2ccccc2)n1C` (centres undefined) is entered as 16.7	0.4	-1.1	·	-1.9	-9.0	24.9

Next results follow.
SMILES	DENV2 CPE	PglD DTNB	SIRT5 inh	E-sel inducer	ERp5 inh	S100A4 MyoIIA	C2C12 statin
O=C(NCC[C@@H]1CC[C@@H](NC(=O)c2cnccn2)[C@H](CO)O1)c1ccc2c(c1)OCO2	-6.7	-1.3	1.6	-0.3	4.1	26.7	1.9
Cc1onc(CO)c1C(=O)Nc1nccs1	2.0	·	-0.8	·	-2.3	-4.6	·
CCOc1ccc(NC(=O)CN(C)C(=O)c2ccc(OCc3ccccc3)c(OC)c2)cc1OCC	-3.5	1.3	-9.0	·	-1.1	7.0	4.5
C[C@@H]1CN([C@@H](C)CO)C(=O)c2cc(NC(=O)NC3CCCCC3)ccc2O[C@H]1CN(C)C(=O)Nc1ccccc1	7.1	0.3	4.4	-0.2	8.0	-10.7	3.1
O=C(CC(F)(F)F)N1C[C@H]2[C@@H](c3ccccc31)[C@H](CO)N2C(=O)CN1CCOCC1	1.4	1.7	-0.4	-0.2	2.0	11.1	0.4
CCn1c(=O)c2cc(C(=O)NCCC(C)C)sc2c2ccccc21	5.9	-1.6	2.7	1.1	3.7	0.6	-22.5
C=CCn1c(C)cc(-c2csc(NCC)n2)c1C	0.9	·	-0.4	·	1.0	8.5	-4.1
Cc1nn(-c2ccccc2)cc1C(=S)Nc1ccccc1	2.1	3.3	-4.1	·	-2.0	-4.3	4.1
O=C(NCC1CCCO1)c1cccc(NS(=O)(=O)c2ccc(Br)cc2)c1 (centres undefined)	3.4	1.5	-1.1	-2.2	-0.2	-2.2	6.4
CCCCn1c(N)c(N(CC(C)C)C(=O)COC(=O)C2(c3ccccc3)CC2)c(=O)[nH]c1=O	2.1	-2.1	1.1	0.1	0.3	-2.6	5.3
N#C[C@@H]1[C@@H](c2ccc(C#Cc3cccnc3)cc2)[C@@H](CO)N1C(=O)C1CCC1	-12.0	-3.5	7.0	-0.4	1.2	2.3	3.6
CCNC(=O)C1(C)CCCN(Cc2cc3ccccc3o2)C1 (centres undefined)	12.2	1.2	-6.5	-0.1	4.4	-1.7	6.8
Cc1ccc(Nc2ncc(C(=O)NCCCN3CCN(C)CC3)c3ccccc23)cc1Cl	-7.6	·	-4.4	0.1	5.7	-16.1	·
CC(C)C#Cc1cnc2c(c1)C(=O)N([C@H](C)CO)C[C@@H](C)[C@@H](CN(C)C(=O)CC1CC1)O2	14.0	2.4	-1.0	0.1	6.5	-0.8	14.6
CCN(CC)S(=O)(=O)c1ccc2c(c1)nc(SCC(=O)NCC1CCCO1)n2CC (centres undefined)	5.5	6.9	0.0	-0.9	2.0	1.2	4.4
C[C@@H]1CN([C@@H](C)CO)C(=O)c2cccc(NS(=O)(=O)c3ccc(F)cc3)c2O[C@H]1CN(C)C(=O)Nc1ccc(F)cc1	1.0	-3.5	-1.9	-0.5	-2.4	-1.9	24.4
O=[N+]([O-])c1cccc(S(=O)(=O)NC2CC3CCC2C3)c1 (centres undefined)	12.8	1.3	-1.1	0.0	-2.6	-6.4	4.9
CC(=O)N1CC(=O)N(c2ccccc2)C1=O	-4.0	0.3	-1.1	·	2.0	1.1	-3.2
CCn1nccc1C(=O)Nc1cccc(C)c1C	6.6	5.9	1.0	0.2	1.5	-2.5	-4.1
Cc1ccc(OCC(=O)Nc2ccc3c4c(cccc24)CC3)c(C)c1	-4.1	·	1.8	·	2.4	1.1	·
c1ccc2c(c1)oc1c(-c3cccc4nccn34)cccc12	-8.2	1.7	·	-0.3	-0.8	-1.6	7.1
COc1ccccc1NC(=O)COC(=O)CCS(=O)(=O)c1ccc(C)cc1	-4.6	4.9	0.5	3.1	-7.7	0.6	5.2
C[C@H](NS(=O)(=O)c1ccccc1F)C(=O)OCC(=O)Nc1ccc2c(c1)OCCO2	-9.5	0.8	·	0.6	-4.7	5.1	-3.5
C[C@@H]1CCCCO[C@@H](CN(C)C(=O)Nc2cccc3ccccc23)[C@H](C)CN([C@H](C)CO)C(=O)c2cc(NS(C)(=O)=O)ccc2O1	-5.0	-2.8	4.1	-0.1	-0.9	6.0	·

Two entries from above, reformatted:
structure,DENV2 CPE,PglD DTNB,SIRT5 inh,E-sel inducer,ERp5 inh,S100A4 MyoIIA,C2C12 statin
c1ccc2c(c1)oc1c(-c3cccc4nccn34)cccc12,-8.2,1.7,·,-0.3,-0.8,-1.6,7.1
C[C@@H]1CCCCO[C@@H](CN(C)C(=O)Nc2cccc3ccccc23)[C@H](C)CN([C@H](C)CO)C(=O)c2cc(NS(C)(=O)=O)ccc2O1,-5.0,-2.8,4.1,-0.1,-0.9,6.0,·

A portion of the library (hit frequency here may not be typical).
